TbMetRS inhib: T. brucei MetRS inhibitors, primary screen, biochemical, luminescence | methionyl-tRNA synthetase (Trypanosoma brucei brucei) | purified T. brucei MetRS, ATP depletion, Kinase-Glo luminescence | inhibition, % at 11.9 µM | 360,000 compounds, 0.4% hits | AID 624268, 2012;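 active = inhibition above a per-plate cutoff of the control wells' mean inhibition plus 3 SD, cut at about 5.5% in these data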;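 also: 0% = DMSO wells median and 100% = median of wells with control inhibitor compound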
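assay system = parasite MetRS enzyme | timing = 15 min preincubation, 2 h reaction, all 25 °C | evaluation = percent inhibition relative to median high and low control wells | medium = HEPES buffer containing pyrophosphatase, BSA, spermine, DTT | compound = single dose, 11.9 µM final nominal, 0.9% final DMSO | detection = Kinase-Glo luminescence, ATP depletion format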
MsrA inh: bovine MsrA enzyme inhibitors, primary screen, biochemical, absorbance, HTS | Methionine sulfoxide reductase A (Bos taurus) | 360,000 compounds, 0.75% hits | inhibition, % at 15.5 µM | purified bovine MsrA, absorbance read-out; in the data active = inhibition above about 4.5%;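 also: 0% = vehicle wells with enzyme and 100% = reference inhibitor wells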
SUMO1 PPI mod: modulators of SUMO1 protein-protein interactions, primary screen, biochemical, uHTS; Small ubiquitin-related modifier 1 (Homo sapiens), P63165; SUMO1 binding to a labelled peptide, TR-FRET, 1 h; inhibition, % at 20 µM; 360,000 compounds, 0.33% hits; AID 602429, 2012; in the data active = inhibition above about 37%
Target sequence (P63165 whole entry, looked up): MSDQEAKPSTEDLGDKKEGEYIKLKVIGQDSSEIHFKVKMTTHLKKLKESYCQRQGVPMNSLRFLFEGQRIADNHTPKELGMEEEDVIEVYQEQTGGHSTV
E coli Lon inh: inhibitors of E. coli Lon protease, primary screen, biochemical, fluorescence polarization; purified E. coli Lon protease; AID 602123, 2011; 360,000 compounds, 0.42% hits; inhibition, % at 7.94 µM; in the data active = inhibition above about 13%, passing the limit was not always enough;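 also: 0% = enzyme with probe and DMSO and 100% = no enzyme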
bovine MsrA act: bovine MsrA enzyme activators, primary screen, biochemical, absorbance, HTS | Methionine sulfoxide reductase A (Bos taurus) | purified bovine MsrA, absorbance read-out | activation, % at 10.6 µM | 360,000 compounds, 0.3% hits | AID 602163, 2012; in the data active = activation above about 7.5%;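 also: 0% = vehicle and 100% = reference activator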
STEP inh: STEP phosphatase inhibitors, primary screen, biochemical, fluorescence intensity, uHTS. Tyrosine-protein phosphatase non-receptor type 5 (Homo sapiens), P54829. recombinant STEP, OMFP fluorogenic substrate. inhibition, % at 20 µM. 360,000 compounds, 0.25% hits;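 active = inhibition at 20 µM, scaled per plate between control wells, above about 37%, limit read from the data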;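 also: 0% = DMSO with enzyme and substrate and 100% = substrate only without enzyme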
Target sequence (P54829 whole entry, looked up): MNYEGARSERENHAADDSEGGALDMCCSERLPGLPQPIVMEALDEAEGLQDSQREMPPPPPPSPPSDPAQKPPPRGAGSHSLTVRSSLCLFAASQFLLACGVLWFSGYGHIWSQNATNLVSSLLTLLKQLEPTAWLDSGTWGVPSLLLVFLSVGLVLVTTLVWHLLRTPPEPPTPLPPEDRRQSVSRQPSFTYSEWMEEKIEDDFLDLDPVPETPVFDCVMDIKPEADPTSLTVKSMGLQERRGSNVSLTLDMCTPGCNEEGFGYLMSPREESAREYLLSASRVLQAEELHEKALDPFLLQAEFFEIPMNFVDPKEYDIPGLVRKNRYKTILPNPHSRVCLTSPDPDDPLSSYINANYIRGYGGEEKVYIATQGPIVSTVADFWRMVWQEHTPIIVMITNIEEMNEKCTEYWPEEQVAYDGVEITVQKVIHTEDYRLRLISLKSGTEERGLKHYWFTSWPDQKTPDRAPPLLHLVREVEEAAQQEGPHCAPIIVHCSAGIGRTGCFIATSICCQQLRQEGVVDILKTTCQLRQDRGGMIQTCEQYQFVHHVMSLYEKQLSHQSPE
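Material: STEP (striatal-enriched tyrosine phosphatase) enzyme, cell-free; Compound dosing: 20 µM single dose in 1% DMSO; Technique: fluorescence read at 480 nm ex / 540 nm em; Times: reaction 20 min, ambient temperature; Medium: 50 mM Bis-Tris pH 6.0 with 2.5 mM DTT and 0.005% Tween 20; Also added: OMFP at 25 µM.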
Scp-1 inhibitor: Scp-1 phosphatase inhibitors, primary screen, biochemical, colorimetric, uHTS | Carboxy-terminal domain RNA polymerase II polypeptide A small phosphatase 1 (Homo … | Recombinant Scp1, phosphopeptide, malachite green phosphate absorbance | inhibition, % at 20 µM | 340,000 compounds, 0.88% hits | AID 493091, 2011;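 active = inhibition above about 50% at 20 µM, limit read from the data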;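 also: plate controls were DMSO wells with enzyme for no effect and wells lacking enzyme for full effect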
Target sequence (Q9GZU7 76-261 limits assumed): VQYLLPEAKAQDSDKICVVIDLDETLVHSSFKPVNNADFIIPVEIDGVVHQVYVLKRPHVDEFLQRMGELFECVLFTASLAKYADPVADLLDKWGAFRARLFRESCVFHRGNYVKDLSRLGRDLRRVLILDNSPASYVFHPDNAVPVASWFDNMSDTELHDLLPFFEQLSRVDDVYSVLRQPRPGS
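Test system: SCP-1 phosphatase catalytic domain, residues 76-261 | Compound dosing: One concentration, 20 µM, with 1.0% DMSO | Schedule: 45 min room-temperature reaction, 5 min colour, 30 min stabiliser | Detection: Absorbance at 630 nm | Read-out basis: % inhibition of SCP-1 phosphate liberation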
CendR NRP1 mod: modulators of CendR peptide binding to NRP-1, primary screen, biochemical, fluorescence polarization, uHTS; Neuropilin-1 (Homo sapiens), O14786; FAM-RPARPAR peptide binding to NRP-1; AID 602438, 2012; inhibition, % at 25 µM; 360,000 compounds, 0.85% hits;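 active = inhibition or corrected inhibition above about 18%, plus a signal ratio from 0.5 to 1.5, limit read from the data, passing the limit was not always enough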; also: strong numbers were not always called active
DNMT1 inh: human DNMT1 methyltransferase inhibitors, primary screen, biochemical, molecular beacon, fluorescence, HinP1I cleavage, uHTS. 360,000 compounds, 0.83% hits. DNA (cytosine-5)-methyltransferase 1 (Homo sapiens), P26358. inhibition (reported as % activation of signal), % at 10 µM; in the data active = inhibition above about 50%
LMPTP block: LMPTP phosphatase inhibitors, primary screen, biochemical, fluorescence intensity, uHTS | 360,000 compounds, 0.22% hits | Low molecular weight phosphotyrosine protein phosphatase (Homo sapiens), P24666 | recombinant LMPTP-A, OMFP fluorogenic substrate | inhibition, % at 20 µM | AID 651560, 2012;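 active = compounds that cut the enzyme signal by at least half of the control window in the single-dose screen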;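 also: plate controls were DMSO wells with enzyme plus substrate for no effect and substrate without enzyme for full effect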
Target sequence (P24666 whole entry, looked up): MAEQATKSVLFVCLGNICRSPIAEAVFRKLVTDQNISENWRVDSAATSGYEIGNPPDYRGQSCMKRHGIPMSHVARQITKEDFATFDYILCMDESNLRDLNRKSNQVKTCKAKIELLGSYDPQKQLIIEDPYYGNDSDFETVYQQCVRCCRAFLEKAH
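Test system – LMPTP-A phosphatase enzyme · Quantity – 0.625 nM LMPTP-A final · Reagent – OMFP substrate, 400 µM final · Dosing – one test concentration per compound, 20 µM, with 3% DMSO overall · Timing – 50 min enzyme reaction at room temperature, protected from light · Detection – fluorescence intensity · Controls – substrate-only low control, DMSO enzyme-plus-substrate high control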
* marks the source's active call; other numbers are inactive results; / = no result given.

SMILES	TbMetRS inhib	MsrA inh	SUMO1 PPI mod	E coli Lon inh	bovine MsrA act	STEP inh	Scp-1 inhibitor	CendR NRP1 mod	DNMT1 inh	LMPTP block
O=C(CSc1ccc(-c2ccco2)nn1)c1cccc([N+](=O)[O-])c1	0.2	0.2	-3	-13	-3	9	-7	0	28	13
CN1CCCN(S(=O)(=O)c2cccc(C#N)c2)CC1	-0.4	-0.9	-9	7	-1	0	-17	-4	0	-7.2
O=C(c1ccc2c(c1)OCCO2)C1CCN(S(=O)(=O)c2ccccc2F)CC1	-0.7	-1.0	4	1	-3	1	-13	-2	-3	1.3
O=C(COc1ccc(S(=O)(=O)N2CCOCC2)cc1Cl)NCCCn1ccnc1	0.0	0.8	-4	-11	-4	-2	-5	6	1	-0.8
COc1ccc(-c2nnc(NC(=O)c3cccs3)s2)c(OC)c1	0.3	1.8	13	9	-2	14	96*	0	80*	45
Cn1c(SCC(=O)Nc2ccc3c(c2)OCCO3)nnc1-c1ccccn1	-0.1	0.7	0	-1	-2	-2	-10	-2	3	0.5
CCCOc1ccccc1C1CC(=O)NC2=C1C(=O)CCC2 (stereo not drawn)	-0.2	-0.3	-1	-9	-2	-3	-7	3	-1	-1.2
COc1ccc(OC)c(C(=O)c2nc3c(n2O)CCCCC3)c1	0.6	3.2	-3	3	-1	0	-2	-2	3	0.2
COc1ccc(NC(=O)c2cc(-c3cc(F)ccc3OC)n[nH]2)c(C)c1	-0.3	-0.5	2	0	-4	1	/	2	0	0.0
COc1ccc(S(=O)(=O)N2CCN(C(=O)c3ccc([N+](=O)[O-])o3)CC2)cc1	-0.1	2.3	-35	-6	2	6	51*	0	8	1.2
Cc1cc(Br)c(NC(=O)CCNC(=O)OCc2ccccc2)cc1C	0.4	2.9	4	-4	-9	-1	-5	-9	3	-1.0
COC(=O)CSc1nnc(NC(=O)CCc2ccccc2)s1	-0.8	0.9	-1	1	-8	0	0	-6	-2	0.0
CCOc1ccc(-n2cnnn2)cc1S(=O)(=O)Nc1c(C)cccc1C	0.4	-1.2	0	-9	-4	-4	-8	8	-1	-1.8
Cc1c(C(=O)NCc2ccccn2)sc2nc(-c3ccccc3)cn12	-0.5	-1.1	5	0	-5	4	-11	-6	-2	0.3
COC(=O)c1cccc(CN2C(=O)SC(Nc3ccc(C)cc3)C2=O)c1 (stereo not drawn)	0.4	0.4	3	-1	-3	0	-11	6	0	2.9

Record cards, from the list above. Order of values: TbMetRS inhib	MsrA inh	SUMO1 PPI mod	E coli Lon inh	bovine MsrA act	STEP inh	Scp-1 inhibitor	CendR NRP1 mod	DNMT1 inh	LMPTP block
CN1CCCN(S(=O)(=O)c2cccc(C#N)c2)CC1 reads -0.4	-0.9	-9	7	-1	0	-17	-4	0	-7.2
COC(=O)CSc1nnc(NC(=O)CCc2ccccc2)s1 reads -0.8	0.9	-1	1	-8	0	0	-6	-2	0.0

Remaining list, next part
SMILES	TbMetRS inhib	MsrA inh	SUMO1 PPI mod	E coli Lon inh	bovine MsrA act	STEP inh	Scp-1 inhibitor	CendR NRP1 mod	DNMT1 inh	LMPTP block
O=C(NCCCN1CCCC1)Nc1cccc2ccccc12	-0.8	-0.3	-8	0	-1	-3	-4	-9	-8	-1.8
CC1CCCCC1NC(=O)c1ccc(CSc2nc3ccncc3[nH]2)cc1 (stereo not drawn)	-0.5	-0.2	1	0	-1	2	-9	18	0	15
CCCCOC(=O)c1cccnc1	2.1	1.5	-3	-9	0	-1	-10	4	1	-0.6
CC1(C)C(=O)OC(c2cccn2-c2ccc([N+](=O)[O-])cc2)C(C)(C)C1=O (stereo not drawn)	-0.5	0.5	-3	5	-5	1	-7	2	1	-0.4
Cc1cccc2nc(COc3ccc4ccccc4c3Br)cn12	-1.1	-1.0	-11	4	-11	-1	12	-5	-8	5.3
COc1ccc(COC(=O)c2ccc(Cl)c(S(=O)(=O)N3CC(C)OC(C)C3)c2)cc1 (stereo not drawn)	0.4	-0.5	0	-4	-2	0	-9	-3	-2	2.9
Cc1ccc(C(=O)Nc2sc(C)c(C)c2C(=O)c2ccccc2)cc1	0.3	0.6	1	-8	-1	5	-5	2	-1	8.9
Cc1ccccc1C(=O)N1c2ccccc2OCC1C(C)(C)C (stereo not drawn)	-0.9	-0.5	4	6	-1	3	-14	-2	0	2.4
Nc1ccc2c3c(cccc13)CC2	-0.9	0.6	-10	-52	-12	-35	5	-19	-21	1.8
CCn1c(SCc2nc3ccccc3[nH]2)nnc1-c1cnccn1	0.7	0.5	4	-2	-5	1	-1	-16	-1	-0.3
O=c1cc(CCl)nc2sc3ccccc3n12	1.1	1.3	7	-2	-3	9	46	-10	62*	14
Cc1ccc(CNC(=O)c2ccc3c(=O)n(CC4CCCO4)c(=S)[nH]c3c2)cc1 (stereo not drawn)	-0.6	-0.9	-1	-2	-6	-2	-2	-11	4	0.5
CC(C)(C)c1ccc(OCCCn2ccnc2)cc1	-0.6	-2.1	0	-13	0	1	0	1	1	-1.3
CCOc1ccc(NS(=O)(=O)c2ccc(NC(C)=O)c(OC)c2)cc1	0.0	0.5	-1	-3	-2	1	-11	2	2	-0.5
CC(=O)c1ccc(-n2c(=O)[nH]c(=O)c3c(N)c(C(=O)c4ccc(Cl)cc4)sc32)cc1	-0.1	-0.2	-20	-9	-3	2	1	-15	17	4.9

As entered above.
`Nc1ccc2c3c(cccc13)CC2` in TbMetRS inhib reads -0.9
`CC1CCCCC1NC(=O)c1ccc(CSc2nc3ccncc3[nH]2)cc1` (stereo not drawn) in STEP inh reads 2
`CCOc1ccc(NS(=O)(=O)c2ccc(NC(C)=O)c(OC)c2)cc1` in bovine MsrA act reads -2
`O=C(NCCCN1CCCC1)Nc1cccc2ccccc12` in TbMetRS inhib reads -0.8
`CC(=O)c1ccc(-n2c(=O)[nH]c(=O)c3c(N)c(C(=O)c4ccc(Cl)cc4)sc32)cc1` in STEP inh reads 2
`CC1(C)C(=O)OC(c2cccn2-c2ccc([N+](=O)[O-])cc2)C(C)(C)C1=O` (stereo not drawn) in CendR NRP1 mod reads 2

The list continues:
SMILES	TbMetRS inhib	MsrA inh	SUMO1 PPI mod	E coli Lon inh	bovine MsrA act	STEP inh	Scp-1 inhibitor	CendR NRP1 mod	DNMT1 inh	LMPTP block
O=C(/C=C/c1ccccc1)NCc1ccco1	-0.1	0.4	-4	7	-6	0	-2	9	0	0.5
CC(C)C[C@H](NC(=O)N1CCn2c1nc1ccccc12)C(=O)NCCc1ccccc1	-0.1	-1.9	3	-2	-1	-3	-3	9	-4	0.1
O=S(=O)(NCC(O)COCc1ccco1)c1cccs1 (stereo not drawn)	-2.6	-0.1	2	-3	-7	2	65*	4	8	-0.5
Cc1cc(=O)[nH]c(SCC(=O)N2CCN(C(c3ccccc3)c3ccccc3)CC2)n1	-0.9	-1.1	-1	-2	1	-4	-10	-2	1	-1.7
O=C(CCc1ccncc1)NC1CCCc2c1cnn2-c1ccc(F)cc1F (stereo not drawn)	-0.2	1.6	1	-5	-5	-4	-8	10	3	-2.3
COc1cccc(/C(O)=C2/C(=O)C(=O)N(CCN(C)C)C2c2ccc(Br)cc2)c1 (stereo not drawn)	-0.1	0.5	-6	-4	-5	0	-9	20*	-1	0.0
COc1ccc(OC)c(S(=O)(=O)Nc2ccccc2SC)c1	0.2	0.1	4	0	1	-3	-13	-9	5	-1.6
CC(=O)O[C@@H]1[C@@]2(C)O[C@H]2CC[C@]23O[C@H]2[C@H](OC3=O)C2=C(C)C(=O)O[C@@]21O	-0.2	0.2	-1	-1	-2	0	-1	10	6	0.1
COc1ccc(CNC(=O)C(C)OC(=O)CN2C(=O)COc3ccccc32)cc1 (stereo not drawn)	-0.4	0.2	2	-2	-2	-1	-7	-12	6	0.2
Cc1cc(NC(=O)CCC(=O)N(Cc2ccco2)C(C)(C)C(=O)NC2CCCCC2)no1	-1.7	-1.1	-3	1	-4	1	-3	-3	0	-0.9
O=C(COc1ccc(Cl)cc1)Nc1cnn(Cc2c(Cl)cccc2Cl)c1	-0.9	0.8	-2	-3	-3	4	-13	-3	-4	1.3
COc1ccc(C(=O)Nc2ccccc2N2CCN(C(=O)C(C)C)CC2)cc1Cl	0.4	0.2	-3	-9	2	-3	-11	23	-2	-0.2
CC(C)(C)c1ccc(Cn2nnc3c(=O)[nH]c(C4CCN(C(=O)Cc5cccs5)CC4)nc32)cc1	0.0	-1.2	3	0	0	0	-6	3	-10	3.7
CCOc1ccc(NCc2cccn2-c2nnc(N3CCC(C(=O)NCCCN4CCCCC4)CC3)s2)cc1	-0.7	0.1	-26	-11	-1	-1	0	10	-3	-3.0
CC(C(=O)NCc1ccccc1)N(Cc1ccccc1Cl)C(=O)c1snc(C(N)=O)c1N (stereo not drawn)	-1.2	1.3	-7	-2	-10	-1	4	-4	0	0.6
Cc1ccc(NC(=O)C2C3C=CC4(O3)C2C(=O)N(CCCN2CCCC2)C4C(=O)NC2CCCCC2)cc1Cl (stereo not drawn)	-0.4	-0.5	5	0	-1	-2	-6	0	-1	-0.8
CN(C)N(C(=O)c1cc(-c2cccs2)nn1-c1ccccc1)C1CCS(=O)(=O)C1 (stereo not drawn)	-0.2	-0.6	4	-5	-2	2	-4	3	-1	-0.9
